M5 PAM = positive allosteric modulators of human muscarinic M5 receptor. activation, % at 3 µM. actives 0.3% (n = 360,000). CHO-K1 hM5, Fluo-8 calcium, ACh EC20 PAM; 0% = ACh EC20, 100% = ACh EC100. AID 624038. P08912;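 active means activation above the run cutoff, the mean activation of all test compounds plus 3 SD, cut at about 18% in these data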
Target sequence (P08912 whole entry, looked up): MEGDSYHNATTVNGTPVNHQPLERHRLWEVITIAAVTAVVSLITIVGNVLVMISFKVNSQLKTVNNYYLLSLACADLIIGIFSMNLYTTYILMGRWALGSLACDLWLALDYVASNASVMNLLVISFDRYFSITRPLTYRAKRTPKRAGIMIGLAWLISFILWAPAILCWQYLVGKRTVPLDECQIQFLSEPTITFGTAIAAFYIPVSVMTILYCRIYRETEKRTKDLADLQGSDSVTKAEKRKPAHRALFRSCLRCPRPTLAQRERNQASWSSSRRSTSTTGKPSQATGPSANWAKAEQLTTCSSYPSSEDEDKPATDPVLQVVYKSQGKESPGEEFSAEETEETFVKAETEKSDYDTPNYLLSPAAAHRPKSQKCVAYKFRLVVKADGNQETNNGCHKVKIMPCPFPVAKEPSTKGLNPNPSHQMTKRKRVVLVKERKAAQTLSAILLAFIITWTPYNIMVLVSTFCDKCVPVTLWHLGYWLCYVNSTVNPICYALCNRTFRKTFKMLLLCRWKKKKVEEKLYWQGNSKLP
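Replicates: One well per compound, no replicates | System: Human M5 receptor in CHO-K1 cells | Benchmarks: Low control EC20 acetylcholine (0%), high control EC100 acetylcholine (100%) | Probe or stimulus: Acetylcholine, EC20 level | Times: Fluo-8 loading 80 min at 37 °C plus 30 min room temperature | Signal: Intracellular calcium via Fluo-8 fluorescence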
CHO-K1 Ca antag = nonselective inhibitor or artifact in parental CHO-K1 cells | ATP-induced calcium, Fluo-8 fluorescence | inhibition, % at 3 µM | actives 0.6% (n = 360,000);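 active means inhibition above a per-plate cutoff, the plate's mean sample inhibition plus 3 SD, cut at about 24% in these data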;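 further: 0% = DMSO plus EC80 ATP and 100% = DMSO alone without ATP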
CHO-K1 Ca ag = counter-screen for M1 agonists: effect in parental CHO-K1 cells | Fluo-8 calcium fluorescence; scaled to maximal ATP response, vehicle zero | activation, % at 3 µM | actives 0.48% (n = 360,000); in the data active means activation above about 15%;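 further: untransfected CHO-K1 host cells lacking M1 receptor as counterscreen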
M5 antag = antagonists of human muscarinic M5 receptor (CHRM5); P08912; CHO-hM5 cells, Fluo-8 calcium fluorescence, ACh EC80; inhibition, % at 3 µM; actives 0.59% (n = 360,000); AID 624040;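 active means inhibition above a per-plate cutoff, the mean of that plate's test compounds plus 3 SD, cut at about 27% in these data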;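 further: 0% = acetylcholine EC80 with DMSO and 100% = DMSO without agonist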
CHRM4 agonist = agonists of human muscarinic M4 receptor (CHRM4); P08173; actives 0.14% (n = 360,000); activation, % at 3 µM; CHO-K1 hM4/Gqi5, Fluo-8 calcium fluorescence; vehicle 0%, full acetylcholine response 100%;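 active means activation above the run mean over all test wells plus 3 SD, cut at about 32% in these data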;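 further: peak over basal fluorescence ratio per well then scaled between controls; 0% = DMSO wells and 100% = acetylcholine at EC100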
M5 ag = CHRM5 agonism in calcium assay. P08912. CHO-K1 hM5 cells, Fluo-8 calcium fluorescence; 0% DMSO wells, 100% maximal acetylcholine response. activation, % at 3 µM. actives 0.19% (n = 360,000). AID 624037;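 active means activation above the run's mean over test compounds plus 3 SD, cut at about 23% in these data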;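 further: signal is peak over basal fluorescence ratio across the kinetic read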
M4 PAM = positive allosteric modulators of human muscarinic M4 receptor. actives 0.4% (n = 360,000). activation, % at 3 µM. CHO-K1 hM4/Gqi5, Fluo-8 calcium fluorescence, ACh EC20; 0% = ACh EC20, 100% = maximal ACh. P08173;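 active means activation above its plate's cutoff, the mean activation of sample wells plus 3 SD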; further: some results filed as inactive read as strong as hits
M1 PAM parental = counter-screen for M1 PAMs: effect in parental CHO-K1 cells | ATP EC20, Fluo-8 calcium fluorescence; 0% at ATP EC20, 100% at ATP max | activation, % at 3 µM | actives 0.02% (n = 360,000) | AID 602247;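 active means activation above the run cutoff, the mean activation of all test compounds plus 3 SD, cut at about 40% in these data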;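 further: peak over basal fluorescence ratio in a 140 s read after ATP addition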
CHRM4 antagonist = CHRM4 antagonism in calcium assay | CHO-hM4 cells, ACh EC80, Fluo-8 calcium fluorescence | inhibition, % at 3 µM | actives 0.73% (n = 360,000) | AID 624125;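 active means inhibition above its plate's cutoff, the mean inhibition of sample wells plus 3 SD, cut at about 27% in these data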;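 further: 0% = acetylcholine EC80 with DMSO and 100% = DMSO without agonist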
An asterisk follows results filed as active; / = not tested or not shown.

Screens in order: M5 PAM	CHO-K1 Ca antag	CHO-K1 Ca ag	M5 antag	CHRM4 agonist	M5 ag	M4 PAM	M1 PAM parental	CHRM4 antagonist
CC(c1ccccc1)n1cc(C(=O)NCCN2CCOCC2)nn1 (stereo unspecified)
  5	3	0.3	3	1	-1	-1	12	-7
COc1ccc(NC(=O)C2(C)Cc3c(-c4ccc(N(C)C)cc4)ccnc3O2)cn1 (stereo unspecified)
  -3	4	-0.9	6	-2	-3	9	-5	-14
CCC(CC)NC(=O)CO/N=C/c1ccc(Cl)cc1Cl
  5	-8	0.5	8	-2	-4	4	3	0
Cc1ccc(NC(=O)CNC(=O)c2ccco2)nc1
  -1	5	0.1	7	1	-3	-2	-7	-4
Cc1nn(-c2ccc([N+](=O)[O-])cc2)c2c1C(c1ccc(OC(F)F)cc1)N1C(=N2)C(=O)Nc2ccccc21 (stereo unspecified)
  3	-15	0.5	6	0	0	-4	13	2
COc1ccccc1C(=O)Nc1nnc(-c2ccc(Cl)cc2)o1
  -4	-8	-0.1	3	1	-1	3	9	-3
CCCCNC(=O)/C(C#N)=C/c1ccc(F)cc1F
  4	7	-0.1	3	1	4	3	-13	-7
COc1ccccc1-c1c(C)nn2c(N3CCCCCC3)cc(C)nc12
  -15	17	7.0	4	12	1	-16	1	-16
COc1cccc(C2C(C#N)=C(N)SC(c3ccccc3)C2[N+](=O)[O-])c1 (stereo unspecified)
  -10	-11	1.6	9	2	-4	-11	9	4
O=C(CO/N=C/c1ccccc1)Nc1c(F)c(F)c(F)c(F)c1F
  5	-5	0.4	2	0	-3	3	21	-1
O=C(CNS(=O)(=O)c1ccc(Cl)cc1)OCC(=O)N1CCCc2ccccc21
  -3	-5	2.4	-11	7	1	-8	11	-3
CC(=O)NC(C)(c1ccccc1)c1nc(-c2cc(F)cc(F)c2)cs1 (stereo unspecified)
  -4	-7	1.0	2	1	-3	-1	9	-1
CCOCC(=O)Nc1c(C(=O)Nc2ccccc2OC)oc2ccccc12
  -8	12	-0.1	1	0	-1	-2	-11	5
CCOc1ccc(-n2c(COc3ccccc3)nnc2SCC(N)=O)cc1
  0	-19	0.6	4	1	0	0	28	5
Fc1ccc2cc(CCO[C@H]3CCCCO3)ncc2c1
  9	-3	0.1	0	1	3	10	-6	3
N/C(=N\OC(=O)c1ccc(F)cc1)c1ccccc1
  3	-18	0.6	-7	3	2	3	11	3
Cn1cc(C=CC(=O)O)c2nccnc21
  -4	-2	0.0	3	1	1	0	5	-12
CC(=O)Nc1cccc(C(=O)NNC(=O)c2n[nH]c(=O)c3ccccc23)c1
  1	-3	-0.2	10	1	4	3	-14	1
CCOC(=O)c1ccc(-n2c(N)c(C(=O)NCC3CCCO3)sc2=S)cc1 (stereo unspecified)
  0	-4	0.1	5	1	-2	0	13	7
CCn1cc(C(=O)NCC(C)C)c(=O)c2cc(F)c(N3CCN(C)CC3)cc21
  -4	-4	0.4	-1	1	2	-4	-5	0
CCCCCCCCN1C(=O)[C@H](CC(=O)NCC2CCCCC2)C[C@@]2(C(=O)OCC)CCC=C12
  -1	/	/	-5	-1	-4	1	/	-10
CCOc1ccc(N=C/C=C/c2ccccc2)c(O)c1
  1	-4	1.5	3	1	1	4	13	8
O=C(O)C1CCN(C(=O)COc2ccc(Br)cc2)CC1
  4	-9	1.1	2	1	4	3	14	1
COc1cc(CNC(=O)c2cc(-c3cc(F)ccc3OCC3CCCO3)n[nH]2)cc(OC)c1 (stereo unspecified)
  -18	-9	2.9	12	12	-2	-6	10	-3
C(=NCCCN1CCOCC1)c1ccc2c(c1)OCO2
  1	11	-0.3	-8	0	1	-6	-15	15
O=C(COc1ccc(-c2nnco2)cc1)NCc1ccccc1Cl
  5	9	2.3	-5	2	0	-3	-5	0
CCCCCCCCN1C(=O)[C@H](CC(=O)N2CCN(C(=O)OCC)CC2)C[C@@]2(C(=O)OCC)CCCC=C12
  1	-31	-1.1	-3	-3	-6	6	6	-26
O=C(N/C(=C/c1cccnc1)C(=O)N1CCCCCC1)c1cccc(Br)c1
  -5	-15	2.4	6	4	-5	1	21	-2
O=C(c1cccc(Cl)c1)N1CCC(=O)N([C@H](COCc2cccc(Cl)c2)Cc2ccccc2)CC1
  -8	-12	2.9	17	7	3	-4	9	0
O=C(NCC1CCCO1)C(c1ccc(F)cc1)N(Cc1ccc(F)cc1)C(=O)Cn1nnc(-c2cccs2)n1 (stereo unspecified)
  -11	-4	1.2	14	6	0	-5	1	0

Screens in order: M5 PAM	CHO-K1 Ca antag	CHO-K1 Ca ag	M5 antag	CHRM4 agonist	M5 ag	M4 PAM	M1 PAM parental	CHRM4 antagonist
COc1ccc(C(=O)Oc2ccc3oc(=O)sc3c2)cc1
  -1	4	9.4	9	5	1	-23	0	58*
CO/N=C(\CS(=O)(=O)Cc1ccc(OC)cc1)c1ccc(Cl)cc1
  -7	-17	-0.6	1	2	-2	2	-1	-12
c1ccc2c(-c3nn[nH]n3)cccc2c1
  -1	-4	0.6	4	0	-3	3	11	9
O=C1CCCN1CCCNC(=S)Nc1cccc2ccccc12
  3	-2	-0.5	-3	4	-1	19	11	-14
COCCCNC(=S)NNC(=O)c1cc(-c2cccnc2)nc2ccccc12
  -3	-2	0.3	6	2	-3	0	1	0
CCC(C)c1c(O)nc(SCC(=O)N2CCCCCC2)[nH]c1=O (stereo unspecified)
  6	-6	-0.1	0	1	-2	0	16	-3
COc1cccc(C(=O)NC(=O)Nc2nc(C)cc(C(F)(F)F)n2)c1
  -9	1	0.1	22	1	-3	-4	7	0
Cc1cc(O)cc2c(=O)c3ccccc3sc12
  -5	-4	0.2	6	2	3	2	4	-4
O=C(/C=C/c1ccc2c(c1)OCO2)c1ccccn1
  5	-5	0.7	5	1	2	-5	9	2
NC(=O)NC(=O)CSc1nc(C2CCCCC2)n(-c2ccccc2)n1
  2	-8	0.6	-5	0	-1	4	11	-9
CCCCN(CCCC)C(=S)NC(=O)C(C)(C)C
  5	-10	7.7	-1	0	-1	-9	19	1
COC(=O)N/N=C/c1cn(Cc2ccc(F)cc2)c2ccccc12
  -3	5	1.1	4	4	-5	-8	-13	8
COc1cccc(NC(=O)Cc2nnc(SCC(=O)NC3=NCCS3)n2C)c1
  1	-6	3.9	2	1	-3	-4	6	9
CC(C)(C)NC(=O)Nc1ccc(F)c(Cl)c1
  -10	-2	8.3	10	10	0	4	10	-10
CC(Oc1cccc2cccnc12)C(=O)N/N=C/c1ccc2c(c1)OCO2 (stereo unspecified)
  -2	13	-0.4	-6	3	-2	2	-11	-6
O=c1[nH]c2ccccc2nc1/C=C(\O)c1cccs1
  -16	12	15*	14	12	31*	-7	2	6
Cc1ccc(C)c(N2N=C(C(=O)OCC(=O)N(C)c3ccccc3)CCC2=O)c1
  -3	-2	1.0	6	1	2	2	5	3
CC(C)c1ccc(N(C(=O)c2cc3ccccc3oc2=O)C2C=CS(=O)(=O)C2)cc1 (stereo unspecified)
  1	4	0.1	-5	1	0	3	11	-3
O=C(c1ccccc1)C(O)c1ccccc1 (stereo unspecified)
  3	1	-0.3	-2	0	1	7	-3	-7
O=C(Nc1ccncc1)c1ccccc1-c1ccccc1
  2	11	-0.5	-1	-2	2	3	-8	4
COc1cccc(-c2sc3ccc(OC)cc3c2-c2ccc(OCCN3CCCCC3)cc2)c1
  -3	-4	0.9	-2	6	0	2	8	1
COc1ccccc1-c1ccc2c(c1)C(C)(Cc1ccc(Cl)cc1)C(=O)N2 (stereo unspecified)
  -3	-8	0.6	6	0	-1	-3	10	-7

A draw from above in order of formula weight, rising.
Screens in order: M5 PAM	CHO-K1 Ca antag	CHO-K1 Ca ag	M5 antag	CHRM4 agonist	M5 ag	M4 PAM	M1 PAM parental	CHRM4 antagonist
c1ccc2c(-c3nn[nH]n3)cccc2c1
  -1	-4	0.6	4	0	-3	3	11	9
O=C(c1ccccc1)C(O)c1ccccc1 (stereo unspecified)
  3	1	-0.3	-2	0	1	7	-3	-7
CCCCN(CCCC)C(=S)NC(=O)C(C)(C)C
  5	-10	7.7	-1	0	-1	-9	19	1
O=C(Nc1ccncc1)c1ccccc1-c1ccccc1
  2	11	-0.5	-1	-2	2	3	-8	4
COc1ccc(C(=O)Oc2ccc3oc(=O)sc3c2)cc1
  -1	4	9.4	9	5	1	-23	0	58*
COC(=O)N/N=C/c1cn(Cc2ccc(F)cc2)c2ccccc12
  -3	5	1.1	4	4	-5	-8	-13	8
O=C1CCCN1CCCNC(=S)Nc1cccc2ccccc12
  3	-2	-0.5	-3	4	-1	19	11	-14
CCC(C)c1c(O)nc(SCC(=O)N2CCCCCC2)[nH]c1=O (stereo unspecified)
  6	-6	-0.1	0	1	-2	0	16	-3
CC(Oc1cccc2cccnc12)C(=O)N/N=C/c1ccc2c(c1)OCO2 (stereo unspecified)
  -2	13	-0.4	-6	3	-2	2	-11	-6
Cc1ccc(C)c(N2N=C(C(=O)OCC(=O)N(C)c3ccccc3)CCC2=O)c1
  -3	-2	1.0	6	1	2	2	5	3
COc1cccc(NC(=O)Cc2nnc(SCC(=O)NC3=NCCS3)n2C)c1
  1	-6	3.9	2	1	-3	-4	6	9

Compound activity: PubChem, The Scripps Research Institute Molecular Screening Center

An unsorted share of the library; about 2.7% have a hit in one of these screens.
